BoNT-A LC inh2: blocks Botulinum neurotoxin A light chain protease; inhibition, % at 10 µM; multiplex microsphere protease substrate cleavage, flow cytometry; hit rate 0.17% among 360,000; AID 588499; also: plate controls were buffer without enzyme for full effect and enzyme alone for no effect
FadD28 binding: inhibitors of Mycobacterium tuberculosis FadD28 bisubstrate binding | FadD28 bisubstrate probe binding, fluorescence polarization | inhibition, % at 12.5 µM | hit rate 0.22% among 360,000 | AID 588549; in the data active = inhibition above about 8.5%, passing the limit was not always enough; inconclusive = no clear call, values can overlap the other calls
Mtb UGM inh: blocks M. tuberculosis UGM enzyme; hit rate 0.06% among 320,000; purified UGM, fluorescence polarization probe displacement; inhibition, % at 10 µM; P9WIQ1; in the data active = inhibition above about 10%, passing the limit was not always enough; inconclusive = no clear call, values can overlap the other calls
PfHsp40 rescue: rescue of PfHsp40-mediated yeast toxicity; S. cerevisiae expressing PfHsp40, growth rescue, ATP luminescence; growth rescue, % at 12.5 µM; hit rate 0.68% among 340,000; in the data active = growth rescue above about 28%, passing the limit was not always enough; inconclusive = no clear call, values can overlap the other calls;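 also: yeast W303a lacking pdr1 and pdr3 grown in galactose medium; growth measured after three days at 30 °C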
BoNT-F LC inh: blocks Botulinum neurotoxin F light chain protease; Multiplex microsphere protease cleavage assay, flow cytometry; inhibition, % at 10 µM; hit rate 0.22% among 360,000; in the data active = inhibition above about 35%, passing the limit was not always enough; inconclusive = no clear call, values can overlap the other calls; also: plate controls were buffer without enzyme for full effect and enzyme alone for no effect
Mtb BioA inh: blocks M. tuberculosis BioA enzyme activity | purified M. tuberculosis BioA enzyme, plate reader | inhibition, % at 9.99 µM | hit rate 0.096% among 360,000 | AID 602481; in the data active = inhibition above about 40%; inconclusive = no clear call, values can overlap the other calls
FBA Mtb inh: inhibits M. tuberculosis FBA enzyme; P9WQA3; purified M. tuberculosis FBA, fluorescence read-out; inhibition, % at 1 µM; hit rate 2.3% among 360,000; in the data active = inhibition above about 27%;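 also: 0% = vehicle and 100% = reference inhibitor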
Anthrax LF inh2: anthrax lethal factor protease inhibition; P15917; multiplex microsphere protease cleavage assay, LF; inhibition, % at 10 µM; hit rate 0.12% among 360,000; also: plate controls were buffer without enzyme for full effect and enzyme alone for no effect
Target sequence (P15917 whole entry, looked up): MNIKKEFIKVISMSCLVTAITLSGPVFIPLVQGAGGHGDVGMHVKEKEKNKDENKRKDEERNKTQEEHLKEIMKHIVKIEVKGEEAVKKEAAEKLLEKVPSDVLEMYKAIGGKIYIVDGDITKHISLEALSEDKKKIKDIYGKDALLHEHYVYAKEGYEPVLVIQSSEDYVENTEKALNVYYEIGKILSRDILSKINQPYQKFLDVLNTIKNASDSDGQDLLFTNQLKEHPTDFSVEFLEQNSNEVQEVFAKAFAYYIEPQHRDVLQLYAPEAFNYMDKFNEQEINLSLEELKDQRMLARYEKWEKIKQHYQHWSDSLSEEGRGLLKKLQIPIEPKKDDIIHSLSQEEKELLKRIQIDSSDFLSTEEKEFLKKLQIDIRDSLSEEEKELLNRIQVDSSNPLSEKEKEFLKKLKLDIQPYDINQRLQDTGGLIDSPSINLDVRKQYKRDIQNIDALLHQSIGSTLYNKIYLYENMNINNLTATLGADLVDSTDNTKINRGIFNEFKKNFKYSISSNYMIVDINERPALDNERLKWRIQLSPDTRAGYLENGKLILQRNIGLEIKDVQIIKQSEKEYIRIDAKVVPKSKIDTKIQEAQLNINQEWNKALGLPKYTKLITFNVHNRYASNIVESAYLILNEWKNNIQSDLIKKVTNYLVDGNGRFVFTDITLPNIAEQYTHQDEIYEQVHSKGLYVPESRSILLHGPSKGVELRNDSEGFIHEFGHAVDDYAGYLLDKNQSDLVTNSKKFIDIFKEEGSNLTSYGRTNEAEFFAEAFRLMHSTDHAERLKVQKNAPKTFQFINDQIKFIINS
GDH-TPI counter: counter-screen for M. tuberculosis FBA inhibitors: GDH-TPI coupled enzymes. hit rate 1.2% among 360,000. GDH-TPI coupled enzyme counterscreen, NADH absorbance. inhibition, % at 4.8 µM; in the data active = inhibition above about 30%;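 also: 0% = DMSO wells and 100% = wells lacking the enzyme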
The depositor's hits bear a star; ? = inconclusive; · = no result given. Rule as the data show it, unless noted: active = inhibition above about 30%; inconclusive = no clear call, values can overlap the other calls; inactive = below that.

SMILES | BoNT-A LC inh2 | FadD28 binding | Mtb UGM inh | PfHsp40 rescue | BoNT-F LC inh | Mtb BioA inh | FBA Mtb inh | Anthrax LF inh2 | GDH-TPI counter
c1ccc(-n2nnnc2SCc2ccccn2)cc1 | 0.1 | -0.9 | 0.0 | -0.7 | -0.9 | 0.2 | -3.7 | 11.2 | -5.2
O=C1O[C@@H](c2ccc(O)cc2)Cc2cccc(O)c21 | -0.7 | -4.2 | 0.6 | 0.1 | -7.0 | 1.3 | 6.8 | -2.4 | 11.9
CC(C)=CC(=O)Nc1nnc(-c2ccccc2)s1 | 1.5 | 0.3 | 0.5 | -1.5 | 1.9 | -0.5 | 3.4 | -5.9 | 16.2
c1ccc(C[C@H]2CNCCN2CC2CCCCC2)cc1 | -0.5 | 0.3 | 1.5 | -0.8 | -10.4 | 0.8 | -0.6 | -5.5 | 4.3
Cn1cnnc1SCc1ccc(C(=O)NN)cc1 | 0.8 | 0.9 | -0.9 | -0.4 | -6.3 | 3.6 | 0.5 | -7.4 | 1.6
CC(C)C(NC(=O)OCc1ccccc1)C(=O)OCC(=O)N1CCCCC1 (configuration not stated) | 0.2 | -2.5 | 1.5 | 0.5 | 2.8 | 0.4 | 2.7 | 0.2 | -10.7
O=C(Nn1cnnc1)c1ccccc1CCc1ccccc1 | -0.1 | 0.4 | -1.9 | -0.6 | -3.2 | -0.3 | -0.4 | -3.0 | 6.0
O=C(CSC(=S)N1CCCCC1)N1N=CCC1c1ccccc1 (configuration not stated) | 0.6 | -0.1 | -2.0 | 0.4 | 1.1 | -1.3 | 1.6 | -0.7 | -6.6
CCN(C(=O)COC(=O)/C(C#N)=C/c1cc(C)n(CCOC)c1C)c1c(N)n(Cc2ccccc2)c(=O)[nH]c1=O | -0.5 | -0.7 | · | -0.5 | -12.5 | 9.7 | 4.7 | -16.3 | 36.8*
O=c1[nH]c(=O)n(-c2ccc(F)cc2)c(O)c1C=NCCN1CCCCC1 | -0.2 | -0.8 | 2.7 | 0.4 | 0.6 | · | -1.4 | 1.7 | -0.8
COC(=O)c1[nH]c2ccc(Br)cc2c1NC(=O)CN1CCCCC1CCO (configuration not stated) | 0.3 | 0.6 | -0.9 | -1.7 | -15.2 | 2.9 | 2.8 | -1.0 | 18.1
CC(=O)c1cc(C)ccc1OC(=O)c1cccnc1 | 0.4 | -0.8 | 0.2 | 1.0 | -10.4 | 0.8 | -0.5 | 1.4 | -4.8
Cc1cc(-c2nnc(CCC(=O)N(C)Cc3ccsc3)o2)no1 | -0.5 | -0.9 | -1.0 | -1.6 | 1.0 | · | 4.2 | 0.7 | -3.3
COc1cccc(NC(=O)CS(=O)(=O)c2cccc3nsnc23)c1 | -0.1 | -0.1 | 0.6 | -0.7 | -3.2 | 0.0 | 2.1 | -0.1 | 11.9
O=C(CN1C(=O)NC(Cc2c[nH]c3ccccc23)C1=O)Nc1ccccc1C(F)(F)F (configuration not stated) | -0.3 | 1.1 | · | -2.3 | -1.8 | -0.9 | 6.6 | 1.9 | -0.5
CC1(C)Cc2c(C#N)c(SCC(=O)c3ccccc3)nc(N3CCOCC3)c2CS1 | 0.1 | -1.8 | 1.4 | 0.7 | 36.8* | -2.4 | 1.6 | -2.7 | 5.6
CCOC(=O)c1c(-c2ccncc2)csc1N | -0.2 | 0.4 | -0.4 | -0.2 | 4.2 | -1.4 | -1.9 | -2.0 | -2.3
O=S(=O)(Cc1ccccc1)NCCc1ccc(F)cc1 | -3.1 | -0.3 | 1.1 | -0.1 | -12.3 | -0.3 | 0.1 | -9.4 | 6.6
O=c1cc(C(F)(F)F)nc(SCc2cccnc2)[nH]1 | 1.0 | -6.2 | 1.6 | -0.3 | 2.1 | -0.7 | -3.9 | -0.5 | 3.4
CCOc1ccc(NC(=S)N2C3CCCC2CC(NC(=O)C2CC2)C3)cc1 (configuration not stated) | 0.2 | · | -0.7 | 2.9 | 1.7 | -6.0 | 0.3 | -3.2 | -1.1
O=C(NCCO)c1ccc(Cl)c(Cl)c1 | 0.8 | 0.9 | -0.7 | 2.5 | -13.1 | 1.5 | -0.6 | -3.1 | -5.3
Cc1cc(C)n(CCn2nc(C)cc2C)n1 | 0.2 | -2.4 | 0.5 | 2.7 | -13.2 | 1.3 | -0.2 | 0.9 | -1.5
COc1ccc([N+](=O)[O-])cc1NC(=O)C(C)NNC(=O)c1cccc([N+](=O)[O-])c1 (configuration not stated) | -0.1 | -1.1 | -0.3 | 0.9 | 4.4 | 6.8 | -0.7 | -1.0 | 13.3
COc1ccc(Cl)cc1C(=O)NNC(=O)CCNS(=O)(=O)c1ccccc1 | -0.6 | -5.3 | 1.2 | -0.2 | -1.2 | 0.8 | -3.0 | 0.4 | 0.4
CC1CN(C(=O)c2ccc(NS(=O)(=O)c3ccc(C(C)(C)C)cc3)cc2)CC(C)O1 (configuration not stated) | -0.9 | · | · | -0.6 | 5.3 | 0.4 | -0.1 | 3.9 | 1.0
Cc1cc(C)nc(N2C(=O)CC(C(C)c3ccccc3)C2=O)n1 (configuration not stated) | -2.7 | -0.8 | -0.6 | -0.7 | -17.5 | 0.0 | 0.2 | -6.6 | -5.9
O=C(NCc1ccc(Cl)cc1Cl)C1CC(=O)N(Cc2ccccc2)C1 (configuration not stated) | -1.4 | -4.3 | 0.7 | 3.1 | -8.6 | · | 0.2 | -7.8 | -0.6
C[C@@H](CSc1ccc(Br)cc1)CN1CC[C@H](O)CCC1=O | 0.3 | -4.1 | -0.8 | -1.1 | -9.3 | 2.2 | -3.0 | -2.9 | -5.2
CC[C@H](C)[C@H](NC(=O)OCc1ccccc1)C(=O)OCC(=O)N(C)CC(=O)Nc1ccccc1Cl | 4.3 | 0.5 | · | -1.1 | 21.0 | 0.0 | 1.6 | 0.4 | 6.2
COCCNC(=O)c1nc2c(nnn2Cc2cc(C)ccc2C)c(=O)[nH]1 | 1.4 | -4.8 | 3.7 | 1.5 | 6.1 | -1.1 | -2.1 | -1.8 | 1.6
COc1ccc(C(=O)Nc2cc(C(=O)NCCc3ccccc3)ccc2Cl)cc1 | 0.2 | -3.5 | -3.4 | 7.8 | 3.1 | 4.4 | -1.4 | -6.0 | -2.9
Cc1[nH]n(-c2ccccc2)c(=O)c1C1(C(F)(F)F)C(=O)N(c2ccccc2)C2=C1C(=O)CC(C)(C)C2 (configuration not stated) | ? | 1.9 | 0.4 | -0.5 | 2.0 | 0.2 | -2.2 | -2.1 | 8.4
O=C1NC[C@H](Cc2ccc(O)cc2)N(C[C@H]2CCCN2C[C@H](Cc2ccc(O)cc2)N2C[C@H](Cc3ccc(O)cc3)N(CCc3ccccc3)C(=O)C2=O)C1=O | -0.1 | -0.7 | · | · | -3.6 | -0.8 | 7.5 | -6.0 | ·
CCn1cc(/C=C(\NC(=O)c2ccc(OC)c(OC)c2)C(=O)NCCCN2CCOCC2)c2ccccc21 | 0.0 | -2.4 | · | 6.8 | 2.7 | 5.8 | 3.4 | 2.3 | 40.9*
CCOCCOc1nc2c(c(=O)n(C)c(=O)n2C)n1Cc1ccc(C)cc1 | -0.7 | -0.5 | 2.3 | -0.4 | -2.1 | -2.1 | 6.1 | -12.2 | 10.9
Cc1ccc(-c2noc(CN3CCN(C(c4ccccc4)c4ccccc4)CC3)n2)cc1 | 0.2 | -4.9 | -4.0 | 0.6 | -3.0 | -0.1 | -3.3 | -3.9 | -3.6
COc1ccc(C2CC(c3cccs3)=NN2C(=O)CCC(=O)O)cc1 (configuration not stated) | 5.2 | -2.1 | 0.7 | 0.6 | ? | 1.1 | 6.3 | 3.4 | 11.7
COc1ccc(C(=O)/C=C2\NCC3c4ccccc4CCN3C2=O)cc1 (configuration not stated) | 4.9 | 1.1 | 2.0 | -0.2 | 16.8 | -1.3 | -0.6 | 3.3 | 8.7
CCOC(=O)N1C2=NC(C(=O)OC)=C(C(=O)OC)[C@@H]3Nc4ccccc4[C@]23C[C@H]1C(=O)OC | 0.2 | -1.1 | 3.3 | -1.0 | 1.5 | -1.4 | -2.8 | 6.9 | -14.7
CCOC(=O)N1CCN(Cc2ccccn2)CC1 | 1.6 | 0.4 | 1.3 | 0.2 | 13.5 | -4.1 | -3.5 | -1.2 | 3.8
O=C(O)c1cc([N+](=O)[O-])ccc1NCCCc1ccccc1 | 0.5 | -3.2 | 4.8 | 0.7 | -3.3 | 2.1 | -12.1 | -7.9 | 4.3
COc1cc(S(=O)(=O)N2CCCCC2)ccc1NC(=O)c1ccccc1Cl | -1.2 | -4.3 | 0.2 | 0.8 | -6.2 | -0.5 | -0.3 | 0.4 | 10.8
Cc1nc(SCc2nc3ccc(F)cc3[nH]2)c2oc3ccccc3c2n1 | -0.3 | -1.9 | 3.5 | 8.2 | -7.1 | 3.7 | 0.4 | 4.6 | 4.5
COC(=O)c1ccccc1NC(=O)c1noc2c1CC(C(C)(C)C)CC2 (configuration not stated) | 0.2 | 0.0 | 0.4 | -0.1 | 8.5 | · | 5.0 | -0.2 | 15.2
CCn1cc(CNC(=O)c2cc(-c3ccccc3OC)nc3ccccc23)c(C)n1 | -0.3 | -0.8 | 1.5 | -0.1 | -28.5 | -1.7 | 3.9 | -1.2 | 11.1

No new results follow: 5 of the compounds above.
SMILES | BoNT-A LC inh2 | FadD28 binding | Mtb UGM inh | PfHsp40 rescue | BoNT-F LC inh | Mtb BioA inh | FBA Mtb inh | Anthrax LF inh2 | GDH-TPI counter
COc1ccc(C(=O)Nc2cc(C(=O)NCCc3ccccc3)ccc2Cl)cc1 | 0.2 | -3.5 | -3.4 | 7.8 | 3.1 | 4.4 | -1.4 | -6.0 | -2.9
Cc1[nH]n(-c2ccccc2)c(=O)c1C1(C(F)(F)F)C(=O)N(c2ccccc2)C2=C1C(=O)CC(C)(C)C2 (configuration not stated) | ? | 1.9 | 0.4 | -0.5 | 2.0 | 0.2 | -2.2 | -2.1 | 8.4
O=C1NC[C@H](Cc2ccc(O)cc2)N(C[C@H]2CCCN2C[C@H](Cc2ccc(O)cc2)N2C[C@H](Cc3ccc(O)cc3)N(CCc3ccccc3)C(=O)C2=O)C1=O | -0.1 | -0.7 | · | · | -3.6 | -0.8 | 7.5 | -6.0 | ·
CCn1cc(/C=C(\NC(=O)c2ccc(OC)c(OC)c2)C(=O)NCCCN2CCOCC2)c2ccccc21 | 0.0 | -2.4 | · | 6.8 | 2.7 | 5.8 | 3.4 | 2.3 | 40.9*
CCOCCOc1nc2c(c(=O)n(C)c(=O)n2C)n1Cc1ccc(C)cc1 | -0.7 | -0.5 | 2.3 | -0.4 | -2.1 | -2.1 | 6.1 | -12.2 | 10.9

Going on with the list.
SMILES | BoNT-A LC inh2 | FadD28 binding | Mtb UGM inh | PfHsp40 rescue | BoNT-F LC inh | Mtb BioA inh | FBA Mtb inh | Anthrax LF inh2 | GDH-TPI counter
Cc1cc(C)n2ncc(C(=O)Nc3cccc(O)c3)c2n1 | -0.9 | -5.0 | -0.9 | 0.0 | -0.7 | · | -1.5 | 2.8 | 2.5
CC(C(=O)Nc1nc(-c2ccc(F)c(F)c2)cs1)N1C(=O)C2CC=CCC2C1=O (configuration not stated) | -7.1 | -4.1 | -1.6 | 5.9 | ? | -0.3 | -2.1 | -4.2 | -2.5
O=C(CN1CC=C(c2ccccc2)CC1)Nc1cc(Cl)ccc1Cl | -0.2 | -0.7 | 1.2 | -1.4 | -14.1 | · | -1.3 | -2.2 | 0.0
CCOC(=O)c1c(C)n(C)c2ccc(OC)c(NC(=O)CN3CCC4(CC3)OCCO4)c12 | -1.6 | -3.6 | -3.9 | 0.1 | -18.4 | · | 1.2 | -4.6 | -14.4
O=C(NCC(c1ccco1)N1CCCC1)c1ccc(Cl)c(S(=O)(=O)N2CCc3ccccc32)c1 (configuration not stated) | -2.2 | -3.8 | -0.1 | -0.1 | -4.2 | -5.2 | 4.9 | -11.8 | 1.4
COc1ccc(-c2cc(C(=O)O)c3sc(N4CCCCC4)nc3n2)cc1OC | 3.9 | 1.0 | -0.3 | -0.9 | 0.0 | -1.1 | 93.8* | 2.6 | 20.4
O=C(Nc1ccc(-n2nncc2-c2ccco2)cc1)c1ccc(F)cc1 | 1.6 | -1.9 | 1.0 | -0.2 | -0.4 | 0.6 | 1.7 | -3.3 | 12.7
CCCCc1nnc(NC(=O)c2ccc3[nH]c(=O)c(=O)[nH]c3c2)s1 | -1.7 | -2.8 | 1.6 | 0.3 | -5.7 | -1.2 | 18.5 | 1.8 | 45.9*

The order is random; any-hit rate near 4.7%.
